# RAD54 branch – blocks human RAD54 Holliday junction branch migration | FAM/BHQ fluorescence | inhibition, % at 10.4 µM | 0.14% of 360,000 active;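 active means mean normalized replicate activity at least 40 and at least half of replicates scoring 40 or more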;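 further: 0% = median of neutral control wells and 100% = median of positive control wells; inhibitors cause a drop in the FAM fluorescence signal; in these data hits start at about 50%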
# Target sequence (Q92698 whole entry, looked up): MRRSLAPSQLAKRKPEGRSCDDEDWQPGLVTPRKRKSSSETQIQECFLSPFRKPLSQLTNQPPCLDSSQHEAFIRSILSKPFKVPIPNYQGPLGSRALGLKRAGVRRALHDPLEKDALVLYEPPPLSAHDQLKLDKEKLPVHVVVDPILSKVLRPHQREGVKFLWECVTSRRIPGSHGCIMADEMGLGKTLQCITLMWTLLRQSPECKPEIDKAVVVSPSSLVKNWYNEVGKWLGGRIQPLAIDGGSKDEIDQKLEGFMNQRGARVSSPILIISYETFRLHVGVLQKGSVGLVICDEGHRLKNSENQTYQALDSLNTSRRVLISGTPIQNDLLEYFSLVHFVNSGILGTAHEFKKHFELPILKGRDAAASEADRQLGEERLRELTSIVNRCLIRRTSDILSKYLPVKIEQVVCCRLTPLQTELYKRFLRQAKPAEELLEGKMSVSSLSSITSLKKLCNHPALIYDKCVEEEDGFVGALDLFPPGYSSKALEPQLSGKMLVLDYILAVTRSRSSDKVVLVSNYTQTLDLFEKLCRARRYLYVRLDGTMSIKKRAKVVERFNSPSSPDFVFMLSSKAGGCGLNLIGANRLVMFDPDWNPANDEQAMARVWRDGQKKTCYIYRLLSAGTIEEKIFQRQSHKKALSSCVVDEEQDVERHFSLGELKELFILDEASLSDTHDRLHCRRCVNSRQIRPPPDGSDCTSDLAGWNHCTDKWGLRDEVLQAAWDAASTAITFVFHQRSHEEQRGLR
# esBAF inh – SWI/SNF esBAF complex inhibition; mouse ES cells, Bmi1-luciferase knock-in reporter, 24 h; 100% = twice the neutral-well signal; reporter increase, % at 12.5 µM; 2% of 350,000 active; in the data active means activation above about 40%;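 further: 0% = median of the plate's neutral control wells and 100% = double that signal; a rise in the Bmi1 reporter signal indicates esBAF inhibition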
# ARNT TACC3 PPI – ARNT/TACC3 interaction disruption | AlphaScreen His-ARNT PAS-B/GST-TACC3 binding, luminescence; TACC3 fragment carries E629A point mutation | inhibition, % at 9.99 µM | 0.66% of 390,000 active;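 active means mean inhibition of replicates at least 50% and at least half of replicates each reaching 50%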;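 further: 0% = complete ARNT plus TACC3 wells and 100% = ARNT alone without TACC3; many hits fall short of the cut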
# Numbers without * were called inactive. These rows are one share of the data (hit frequency here may not be typical).
# The first seven records, ahead of the listing:
SMILES,RAD54 branch,esBAF inh,ARNT TACC3 PPI
O=c1cc(CN2CCN(c3ccc(F)cc3)CC2)nc2sccn12,12,8,-1
CCOc1ccc(NC(=O)CN2C(=O)C3CC=CCC3C2=O)cc1 (stereo unspecified),-8,23,-4
CC1=C(C(=O)OCC(C)C)[C@]23C(=O)c4ccccc4[C@@]2(O1)OC(N)=C3C#N,-5,-6,-1
COc1ccc(OC)c(C2C(C(N)=O)=C(C)Nc3nc(-c4cccc(Cl)c4)nn32)c1 (stereo unspecified),3,1,-1
CC1CCCN(C(=O)Cn2c(=O)oc3ccccc32)C1 (stereo unspecified),-3,-10,-3
CO/C([O-])=N/c1c[n+](-c2ccc(Cl)cc2)no1,-4,18,-1
O=C(CC(Nc1ccc(F)cc1)C(=O)O)c1ccccc1 (stereo unspecified),4,49*,1

# This part in full, from the start:
SMILES,RAD54 branch,esBAF inh,ARNT TACC3 PPI
O=c1cc(CN2CCN(c3ccc(F)cc3)CC2)nc2sccn12,12,8,-1
CCOc1ccc(NC(=O)CN2C(=O)C3CC=CCC3C2=O)cc1 (stereo unspecified),-8,23,-4
CC1=C(C(=O)OCC(C)C)[C@]23C(=O)c4ccccc4[C@@]2(O1)OC(N)=C3C#N,-5,-6,-1
COc1ccc(OC)c(C2C(C(N)=O)=C(C)Nc3nc(-c4cccc(Cl)c4)nn32)c1 (stereo unspecified),3,1,-1
CC1CCCN(C(=O)Cn2c(=O)oc3ccccc32)C1 (stereo unspecified),-3,-10,-3
CO/C([O-])=N/c1c[n+](-c2ccc(Cl)cc2)no1,-4,18,-1
O=C(CC(Nc1ccc(F)cc1)C(=O)O)c1ccccc1 (stereo unspecified),4,49*,1
Cc1nnc(SCC(=O)NCc2ccccc2)s1,-17,-5,-3
COc1ccc(OC)c(S(=O)(=O)CC(=O)c2cc3ccc(OC)cc3oc2=O)c1,-8,6,-8
Cn1nnc2sc3c(c2c1=O)CCCC3,0,8,1
CC(=O)c1c(C)[nH]c(C(=O)CSc2nnc(-c3ccc(Cl)cc3)n2CC2CCCO2)c1C (stereo unspecified),-1,3,-1
CC1=CC2=NC(=O)CC(C)(C(=O)N(CC(=O)NC(C)(C)C)C3CCCC3)N2C=C1 (stereo unspecified),-5,1,8
Cc1nc(NC(=O)CSc2nnnn2Cc2ccccc2)sc1C,1,20,7
Cc1cc(/C=N/n2cnnc2)c(C)n1-c1ccc(C(=O)O)cc1,2,-4,-2
COc1ccc(C(=O)NC(=S)N(Cc2ccccc2)Cc2ccccc2)cc1,0,-1,18
O=C(CN1CCOCC1)N(c1ccccc1)c1ccc2ccccc2c1,0,12,3
CCOc1ccc(NC(=O)CCSc2nnc(C)s2)cc1,5,-2,4
O=C(CNC(=O)c1ccc(Br)o1)Nc1cccc(-c2cnc3ccccc3n2)c1,-5,28,-14
COC(=O)c1sccc1-c1ccc(/C=N/OC(=O)c2ccccc2)o1,4,5,-5
CCOC(=O)c1cnc(SC2CC(=O)N(c3ccc(OC)c(OC)c3)C2=O)nc1N (stereo unspecified),10,3,-1
Cc1ccc2cccc(SCC(=O)NCc3ccco3)c2n1,5,-2,-6
CCOC(=O)c1nnn(CC(=O)N2N=C(c3ccc(Cl)cc3)CC2c2ccccc2)c1C(=O)OCC (stereo unspecified),-20,0,-1
CCOC(=O)C1CCN(c2ncnc3c2oc2ccccc23)CC1,-9,0,2
Cc1cc(NC(=O)c2cccs2)n(-c2ccccc2)n1,2,-2,-3
O=C1CC(N2CCN(C/C=C/c3ccccc3)CC2)C(=O)N1Cc1cccs1 (stereo unspecified),5,1,4
CCN(C(=O)c1cc(Cl)ccc1OC)c1ccccc1,0,2,1
C[C@]12c3[nH]c4cc(-c5ccco5)ccc4c3CCN1C(=O)[C@@H](CC(=O)NCCCn1ccnc1)C[C@@H]2C(=O)N1CCOCC1,-2,1,10
COc1ccc(Oc2nnc(-c3ccccc3)cc2C#N)cc1,-12,-6,-10
COc1ccc(C2=NOC(Cn3nc(-c4ccccc4)cc3C(=O)NCc3cccc(C(F)(F)F)c3)C2)cc1 (stereo unspecified),3,-8,-5
CC1CCCCC1NC(=O)CSc1nnc(COc2ccccc2Cl)o1 (stereo unspecified),10,-3,-48
Cc1ccn(C(=O)c2ccc(NC(=O)C3CCCCC3)cc2)n1,-2,-4,-4
CCN(C(=O)Cc1cccs1)c1nnc(-c2cc(OC)c(OC)c(OC)c2)s1,9,-3,-4
CCOC(=O)CCCSc1nc2sc3c(c2c(=O)[nH]1)CCC3,8,-10,-6
CCNC(=O)CN(CCc1ccccc1)S(=O)(=O)c1ccc(OC)cc1,1,-4,-7
CCCCNC(=O)NNC(=O)c1ccoc1C,2,4,-4
Cc1ccc(N(Cc2ccco2)C(=O)c2cccc(S(=O)(=O)N(C)C)c2)cc1,-1,-3,-8
COc1ccc(NC(=O)Cn2c(=O)n(CC(=O)NCc3ccco3)c(=O)c3ccccc32)cc1,-1,-1,18
O=C(CSc1nc2ccccc2[nH]1)N1CCCCC1,0,23,-3
CSc1nc(N)nc(-c2cccs2)c1C#N,-3,16,-1
Cc1ccc(Oc2nn[nH]n2)cc1,-6,8,0
O=S(=O)(Cc1ccccc1)Nc1ccc(S(=O)(=O)NCC2CCCO2)cc1 (stereo unspecified),4,-5,16
COc1cccc(C(=O)Nc2ccc(N3CCN(S(C)(=O)=O)CC3)cc2)c1,3,25,-26
NC(=O)CC1SC(N)=NC1=O (stereo unspecified),-3,-7,-2
CC(C)CN1C(=O)C(=O)N(CC(=O)NCc2ccc3c(c2)OCO3)C1=O,4,-5,-3
COc1ccccc1C(=O)Nc1cc2ccccc2oc1=O,0,10,-7

# Next section, overlapping the part above by two compounds.
SMILES,RAD54 branch,esBAF inh,ARNT TACC3 PPI
CC(C)CN1C(=O)C(=O)N(CC(=O)NCc2ccc3c(c2)OCO3)C1=O,4,-5,-3
COc1ccccc1C(=O)Nc1cc2ccccc2oc1=O,0,10,-7
CC1CC(C)CN(C(=O)c2ccccc2Nc2ccc(SC(F)F)cc2)C1 (stereo unspecified),-11,0,-4
CC1CCc2c(sc(NC(=O)Cn3nc(C(F)(F)F)c4c3CCCCC4)c2C#N)C1 (stereo unspecified),-5,2,-12
O=S(=O)(c1ccc(NCC2CCCCC2)nc1)N1CCOCC1,-34,3,0
CCCN(CCC)C(=O)Cn1c(=O)n(CCC(=O)NCCc2ccccc2)c(=O)c2ccccc21,1,-2,-1
O=C(Cn1c(=O)n(CC2CCCO2)c(=O)c2ccccc21)c1ccc(Cl)c(Cl)c1 (stereo unspecified),-8,0,-5
CC(=O)N(Cc1cccnc1)Cc1cc2ccc(C)cc2[nH]c1=O,0,-4,-2
Cc1ccc(C(C(=O)NC2CCCCC2)N(C(=O)Cc2c[nH]c3ccccc23)c2ccccc2)o1 (stereo unspecified),1,6,-9
CCCC1(c2ccccc2)NC(=O)N(CC(=O)Nc2sc(-c3ccccc3)cc2C(=O)OCC)C1=O (stereo unspecified),-10,0,-3
COc1ccc(C2CC(C(F)(F)F)n3ncc(C(=O)Nc4cccc(O)c4)c3N2)cc1OC (stereo unspecified),5,-6,10
COc1ccc(Cc2nc(-c3cccc(C)c3)no2)cc1,-1,58*,-19
COc1ccc(N(CC(O)CN2C(=O)NC(C)(C)C2=O)S(=O)(=O)c2ccccc2)cc1 (stereo unspecified),3,8,3
Cc1c(NC(=O)CSc2nc3ccc(Cl)cc3[nH]2)c(=O)n(-c2ccccc2)n1C,0,-3,-6
CCC1CCCCN1Cc1ccc(OC)c(C)c1C (stereo unspecified),-4,-9,-5
Oc1ccc(/C=C/c2nc(-c3ccccc3O)n(-c3ccccc3)n2)cc1,0,-12,4
CC(C)c1ccc(NC(=O)C(c2ccccc2)N2CCC3(CC2)OCCO3)cc1 (stereo unspecified),-4,-3,-2
Cc1ccc(NC(=O)N/C=C/c2ccccc2)cc1,2,-11,8
Cc1cccc(N(Cc2nnc3n2CCCCC3)C(=O)Nc2ccccc2)c1,-3,-1,-33
O=C1C=C(c2ccc(OC(F)(F)F)cc2)C[C@@H](c2ccc(F)cc2)C1,3,-4,-3
COc1ccc(NC(=O)c2ccccc2NC(=O)CSc2ccc(Cl)cc2)cc1,-4,14,-11
CN(c1ccc(C(=O)NCc2ccncc2)cc1)S(C)(=O)=O,3,1,-4
Oc1ccc(-c2nc3ncccn3c2Nc2ccc3c(c2)OCCO3)cc1,-6,11,6
O=C(Cn1nnc2ccccc2c1=O)NC1CCCc2ccccc21 (stereo unspecified),4,-2,1
C=CCN(c1ccccc1)S(=O)(=O)c1cccc(C(=O)O)c1,-1,4,19
O=C(COC(=O)C1CC1)Nc1ccc(OC(F)F)cc1,-12,-8,7
O=C(OCC(=O)N1CCCC1)c1ccccc1OCc1ccccc1,-3,-9,-7
Brc1ccc(-c2nnc(-c3ccccc3Br)o2)cc1,0,2,-7
Cc1ccc(NC(=O)c2ccc(CSc3ccccn3)cc2)cc1,1,50*,-1
Cc1ccc(C)c(-c2nnc(OCC(=O)Nc3cc(C)on3)c3ccccc23)c1,1,2,0
Cc1nc2cc(CO)ccc2s1,-4,13,1
CCN(c1ccc(NC(=O)COC(=O)c2cccs2)cc1)C(C)C,-6,-2,18
COc1ccc(C(=O)Nc2ccc(Cl)cc2C(=O)N2CCCC(C)C2)cc1 (stereo unspecified),-1,-1,4
COc1ccc(CNC(=O)CCNS(=O)(=O)c2ccc(C)cc2)cc1,-8,-6,-2
CCC(=O)N1CCc2cc(Br)cc(S(=O)(=O)CCC(=O)NCC3CCCO3)c21 (stereo unspecified),0,0,0
Cc1ccc(N2C(N)=C(C#N)C(c3ccsc3)C3=C2CC(C)(C)CC3=O)cc1 (stereo unspecified),5,8,-1
COC(=O)c1c(-c2cccs2)csc1NC(=O)CN1CCOCC1,-4,34,-7
O=S(=O)(NCc1cn2ccccc2n1)c1cc(F)ccc1F,3,-10,4
CC1Cc2ccccc2N1C(=O)CSc1nnc(-c2ccc(S(=O)(=O)N3CCCC3)cc2)o1 (stereo unspecified),-4,-9,-2
COc1ccc(C2C(C(=O)NCc3ccco3)CCC(=O)N2c2ccc(OC)cc2)cc1 (stereo unspecified),-2,-5,-6
CCOC(=O)c1ccc(NS(=O)(=O)c2cc(-c3nnnn3CC)ccc2OC)cc1,5,-14,0
CCCC1Cc2c(sc3ncnc(N)c23)CO1 (stereo unspecified),-19,-7,5
C=CCn1c(SCC(=O)Nc2cc(C)ccc2C)nnc1-c1cnccn1,0,-5,5
CCc1c(C)nc2cc(-c3ccc(OC)cc3)[nH]n2c1=O,2,27,3
Cc1cc(OCC(=O)N2CCOCC2)ccc1NC(=O)C1CCCCC1,-3,-5,-10
O=C(Nc1nnc(CCc2ccccc2)s1)c1ccco1,1,23,0
CCOC(=O)CN(C(=O)CSc1nnc2c(n1)[nH]c1ccccc12)c1ccccc1,-25,9,-2
CCOC(=O)CSc1nc(C)cc(=O)[nH]1,11,-12,-5
O=C1NC2(CCOc3ccccc32)C(=O)N1CC(=O)N(Cc1ccccc1)C1CCS(=O)(=O)C1 (stereo unspecified),2,-8,-3
Cc1ccc(-c2noc(CCCC(=O)N3CCOCC3)n2)cc1,-9,8,-2
O=c1c2c(n3cnnc3n1-c1ccccc1)-c1ccccc1CC21CCCCC1,6,3,4
O=c1c(-c2ccc3c(c2)OCCO3)coc2cc(O)cc(O)c12,5,11,4
CCC(=O)Nc1nc2nc(C)cc(=O)n2[nH]1,-2,5,-3
CCN(CC)C(=O)c1c(NC(=O)c2ccccc2)sc(C)c1C,5,-7,-3
O=C(CSCc1ccccc1)N1CCN(c2cccc(C(F)(F)F)c2)CC1,-14,11,-13
COc1cc(C(=O)N/N=C\c2ccccc2)c([N+](=O)[O-])c(OC)c1OC,3,5,-9
Cn1c(-c2ccc(F)cc2)cnc1NCc1cccc(F)c1,-4,10,0
COc1cc(C(=O)N2CCC(O)(c3ccccc3)CC2)cc(OC)c1OC,-6,-10,-3
Cc1ccc(C)c(N2C(=O)CS/C2=N\NC(=O)c2ccccc2Cl)c1,-6,10,-4

# Assay outcomes: PubChem BioAssay, Broad Institute
